Screening data (PubChem BioAssay)
MBNL1 CUG block: inhibitors of human MBNL1 binding to CUG repeat RNA. Q9NR56. TR-FRET MBNL1-His/biotin-(CUG)12 binding, 665/545 ratio. Potency, µM (series often up to 57.5 µM), without a hit: top-dose activity change, negative = inhibition, hits mostly inhibitors. 280,000 compounds, 0.036% hits. AID 2675; active = well fitted inhibition curve with a large enough effect in the signal ratio, with a control signal flat, not every such curve was filed as active; inconclusive = small, poorly fitted or top-dose-only effect, or effect the other way, or a change in a side signal; inactive = no such curve, though single readings can be large or run the other way; the % refers to the signal ratio; also: % is scaled to controls: 0 for no effect and ±100 for the full control effect
Target sequence (Q9NR56 whole entry, looked up): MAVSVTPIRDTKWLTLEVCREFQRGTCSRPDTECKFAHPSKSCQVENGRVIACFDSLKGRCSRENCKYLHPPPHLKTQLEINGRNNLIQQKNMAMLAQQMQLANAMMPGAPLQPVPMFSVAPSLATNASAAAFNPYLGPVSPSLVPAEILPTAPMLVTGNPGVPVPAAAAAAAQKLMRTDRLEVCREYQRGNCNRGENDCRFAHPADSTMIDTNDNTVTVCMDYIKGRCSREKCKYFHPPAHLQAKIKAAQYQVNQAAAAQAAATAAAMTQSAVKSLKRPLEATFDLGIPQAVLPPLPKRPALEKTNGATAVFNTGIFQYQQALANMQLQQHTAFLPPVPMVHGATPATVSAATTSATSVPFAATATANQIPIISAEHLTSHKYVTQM
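MBNL1-His + Biotin-(CUG)12, cpd titration 92 nM–58 uM; Tb anti-His Ab 0.055 ng/ul, SA-XL665 5 nM (final); 60 min RT; ratiometric 665/545 nm, Ex 340 nm; normalized to buffer and full-complex controls.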
RORg inh: inhibitors of mouse ROR gamma transcriptional activity; AID 2551; Potency, µM (titrated, usually from 53.6 µM), for the others: at the top dose activity change, negative = inhibition, usual class: inhibitors; 310,000 compounds, 5.4% hits; Drosophila S2 Gal4-RORgamma UAS-luciferase reporter, 20 h; also: % is scaled to controls: 0 for no effect and ±100 for the full control effect; nearly all actives have a fitted effect of over 60% in size
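Read-out: Photinus luciferase luminescence; inhibitors lower reporter signal. Insect Schneider cells with Gal4-ROR gamma fusion under metallothionein promoter, UAS reporter; 700 uM final copper sulfate induction, 20 hr, ambient temperature.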
Gal4-VP16 FLuc: counter-screen for ROR gamma inhibitors: Gal4-VP16 reporter. Drosophila S2 Gal4-VP16 UAS-luciferase, luminescence, 20 h. Potency, µM (top dose mostly 53.6 µM), for the others: top-dose activity, negative = inhibition, most hits filed as inhibitors. 310,000 compounds, 3.5% hits. AID 2546;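 also: Gal4-VP16 expression switched on by copper sulfate through the metallothionein promoter; % is scaled to controls: 0 for no effect and ±100 for the full control effect; nearly all actives have a fitted effect of over 50% in size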
ELG1 genotox: genotoxicity induction in ELG1-luciferase HEK293T cells; AID 504466; 330,000 compounds, 1.3% hits; Potency, µM (titrated, usually from 46 µM), for inactives: at the top dose activity change, positive = activation, usual class: activators; HEK293T ELG1-luciferase reporter, luminescence, 16 h; also: % of control where 0% means no effect; nearly all actives have a fitted effect of over 60% in size
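DMSO vehicle served as control against compound-treated ELG1-luciferase HEK293T cells; exposure lasted 16 hr at 37 °C and 5% CO2, followed by ONE-Glo luminescence detection after 30 min.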
uPA generation: inhibitors of cell surface uPA generation; cell surface uPA generation assay, qHTS; Potency, µM (highest dose often 38.3 µM), for the others: at the top dose activity change, negative = inhibition, actives largely listed as inhibitors; AID 540303; 330,000 compounds, 0.31% hits; active = well fitted inhibition curve with a large enough effect; inconclusive = small, poorly fitted or top-dose-only effect; inactive = no such curve, though single readings can be large or run the other way; tested in mouse RAW 264.7 cells; also: % is scaled to controls: 0 for no effect and ±100 for the full control effect; nearly all actives have a fitted effect of over 55% in size
p53 reactivator: re-activators of mutant p53. H1299 p53-A138V BP100-luciferase reporter, luminescence, 24 h. Potency, µM (highest dose often 92.2 µM), for inactives: top-dose activity change, positive = activation, hits mostly activators. 320,000 compounds, 0.063% hits. AID 504706; also: % of control where 0% means no effect; nearly all actives have a fitted effect of over 45% in size
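p53-null H1299 cells stably carrying temperature-sensitive p53-A138V and a BP100-luciferase reporter were pinned with compounds (4-point, 1:5 series) and held 24 hrs at 37 deg C. Luminescence was read 10 min after detection reagent.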
NPC1 prom act: activators of NPC1 promoter | Huh7 NPC1 promoter luciferase reporter, 24 h | AID 485313 | Potency, µM (titrated, usually from 9.22 µM), without a hit: at the top dose activation, actives largely listed as activators | 320,000 compounds, 2.4% hits;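 also: % of control where 0% means no effect; nearly all actives have a fitted effect of over 60% in size; reporter is driven by a mutant NPC1 promoter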
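Compounds in DMSO were transferred onto Huh7 NPC1-luciferase reporter cells pre-incubated 2 h; after 24 h at 37 °C, Amplite reagent was dispensed and luminescence recorded 10 min later.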
Rab9 prom act: activates the Rab9 promoter | Huh7 Rab9 promoter-luciferase reporter, luminescence, 24 h | 320,000 compounds, 2.8% hits | Potency, µM (series often up to 9.22 µM), without a hit: at the top dose activation, negative = inhibition, hits mostly activators | AID 485297; also: % of control where 0% means no effect; nearly all actives have a fitted effect of over 60% in size
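Huh7 cells stably carrying Rab9 promoter–luciferase reporter, plated 1500 cells/well, compound added after 2 h and incubated 24 h at 37 °C; luciferase luminescence then read after 10 min with detection reagent.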
FLuc modulator: inhibits or activates purified firefly luciferase, miR-21 counter-screen; purified FLuc, Km substrates, luminescence inhibition; AID 588342; Potency, µM (top dose mostly 57.5 µM), inactives show at the top dose activity change, negative = inhibition, usual class: inhibitors; P08659; 360,000 compounds, 6.9% hits;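 also: plate controls were vehicle for no effect and reference inhibitor for full effect; nearly all actives have a fitted effect of over 55% in size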
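Biochemical qHTS of compounds, final roughly 60 µM downward over six points, against 10 nM purified firefly luciferase using Km concentrations of substrates (10 uM D-luciferin, 10 uM ATP) in Tris acetate pH 7.5 buffer; luminescence output.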
BRCA1 expr act: BRCA1 expression activation; Potency, µM (top dose mostly 46.1 µM), inactives show at the highest dose activation, actives largely listed as activators; 380,000 compounds, 1.1% hits; MCF7-BRCA1-FFLuc reporter, luminescence, 48 h; response scale: scaled: vehicle 0%, 10 µM genistein 100%; AID 624202; also: nearly all actives have a fitted effect of over 80% in size; some results filed as inactive show a strong effect at the top dose
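Compounds are tested at multiple concentrations on MCF7 BRCA1-luciferase reporter cells seeded at 2000 per well; after 48 h, a single luminescence end-point is taken and curves fitted to the normalized data.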
Active calls of the source: *; ? = inconclusive; / = no result given; [ ] = another dose, or the depositor's remark. Unless noted, calls follow the shape of the dose curve; as a rule, active = well fitted curve in the direction sought with a large enough effect; inconclusive = small, poorly fitted or top-dose-only effect, or another doubt; inactive = no such curve, though single readings can be large; an effect the other way counts as inactive or inconclusive. Potency is read from the fitted curve at half-maximal effect. Outcome played no part in choosing rows; about 13% have a hit in one of these screens.

Each structure is followed by: BRCA1 expr act | RORg inh | MBNL1 CUG block | FLuc modulator | Gal4-VP16 FLuc | NPC1 prom act | Rab9 prom act | p53 reactivator | ELG1 genotox | uPA generation
1: CCOc1ccccc1/C=c1\sc2nc(-c3ccco3)nn2c1=O
→ -17% | -1% | ? | 1% | -7% | 1% | -10% | -3% | 2% | -8%
2: CCN(CC)CCn1c2c(c(SCC(=O)Nc3cc(OC)cc(OC)c3)nc1=O)CCC2
→ -19% | / | / | 1% | / | 4% | -5% | -3% | 1% | -2%
3: Cc1ccc(Cc2c(C)nc3nc(SCC(=O)NCCCN4CCCCC4)nn3c2C)cc1
→ -21% | 0% | 2% | 1% | 1% | 1% | 0% | 5% | -3% | 1%
4: O=C(NCCC(=O)N(Cc1ccco1)Cc1cccs1)c1ccc(Br)cc1
→ -23% | / | / | 2% | / | -2% | -2% | -6% | -3% | -17%
5: C=CCOC(=O)C(=O)/C=C/c1csc2ccccc12
→ 11% | ? | -5% | 27µM* | ? | -1% | 1% | 2% | ? | 11%
6: c1cc(CSc2nnc(-c3ccc4c(c3)OCO4)o2)ccn1
→ 3.2µM* | -23% | -2% | ? | 5% | 2.5µM* | 2.5µM* | ? | 12% | 5%
7: Cc1cccc(C(=O)Nc2ccc(S(=O)(=O)N3CCOCC3)cc2)c1[N+](=O)[O-]
→ -17% | 7% | 2% | 0% | 16% | 3% | 2% | / | -1% | 6%
8: O=C(NC12CC3CC(CC(C3)C1)C2)c1cccnc1
→ 1% | 1% | -5% | 6% | -3% | 3% | 0% | 1% | 1% | /
9: CSc1nc(SCC(=O)NC(c2ccccc2)c2ccccc2)c2c3c(sc2n1)CN(C)CC3
→ -30% | -35% | 23% | 5% | ? | -4% | 7% | 0% | ? | 4%
10: COc1cc2c(cc1OC)CN(C(=O)c1ccc(S(=O)(=O)N3CCCCC3)cc1)CC2
→ -12% | 5% | 0% | 2% | -1% | -2% | -2% | -1% | 0% | -2%
11: CCCCC(CC)C(=O)Nc1ncc([N+](=O)[O-])s1 (stereo unspecified)
→ -85% | 0% | -3% | 0% | -2% | -4% | 2% | 1% | -1% | -2%
12: Cc1c(O)ccc2c(=O)c(Oc3ccccc3)coc12
→ 3% | 24% | 2% | -11% | 1% | 5% | 11% | -3% | 8% | 6%
13: O=C(CBr)c1ccc([N+](=O)[O-])c(CS(=O)(=O)c2ccc(Cl)cc2)c1
→ 3% | -15% | ? | -5% | -7% | 0% | -12% | -16% | 7% | -9%
14: CCOC(=O)C(=O)Nc1ccc(OCc2ccccc2)cc1
→ -22% | 21% | -10% | ? | 3% | -3% | -3% | -6% | 0% | -3%
15: O=C(CSc1n[nH]c(-c2cccnc2)n1)Nc1ccc(Br)cc1
→ -40% | ? | -1% | -9% | 3% | -2% | 3% | -3% | -1% | 2%

Brought forward from above: 5 entries; new compounds follow.
Each structure is followed by: BRCA1 expr act | RORg inh | MBNL1 CUG block | FLuc modulator | Gal4-VP16 FLuc | NPC1 prom act | Rab9 prom act | p53 reactivator | ELG1 genotox | uPA generation
11: CCCCC(CC)C(=O)Nc1ncc([N+](=O)[O-])s1 (stereo unspecified)
→ -85% | 0% | -3% | 0% | -2% | -4% | 2% | 1% | -1% | -2%
12: Cc1c(O)ccc2c(=O)c(Oc3ccccc3)coc12
→ 3% | 24% | 2% | -11% | 1% | 5% | 11% | -3% | 8% | 6%
13: O=C(CBr)c1ccc([N+](=O)[O-])c(CS(=O)(=O)c2ccc(Cl)cc2)c1
→ 3% | -15% | ? | -5% | -7% | 0% | -12% | -16% | 7% | -9%
14: CCOC(=O)C(=O)Nc1ccc(OCc2ccccc2)cc1
→ -22% | 21% | -10% | ? | 3% | -3% | -3% | -6% | 0% | -3%
15: O=C(CSc1n[nH]c(-c2cccnc2)n1)Nc1ccc(Br)cc1
→ -40% | ? | -1% | -9% | 3% | -2% | 3% | -3% | -1% | 2%
16: CC(C)C(=O)NN(C(=O)c1ccccc1)c1ccccc1
→ -1% | -6% | 7% | -1% | -10% | -6% | 0% | 6% | 0% | 10%
17: COc1cccc(C(=O)Nc2cc(-c3cn4cccnc4n3)ccc2C)c1
→ -1% | 26% | 25% | ? | -9% | -6% | 13% | -3% | 0% | 0%
18: CCOC(=O)c1ccc2c(c1)nc(SCC(=O)c1cc3ccccc3o1)n2CC
→ -4% | -29% | 8% | 4% | -7% | 1% | -7% | 6% | 12% | -2%
19: CCCc1nc(SCC(=O)Nc2nc3c(s2)CCCC3)c2ccccc2n1
→ -27% | -12% | -16% | -8% | 0% | -3% | 0% | 12% | 0% | -9%
20: CCOc1cc(N2CCOCC2)c(OCC)cc1NC(=O)CN1C(=O)NC2(CCCCC2)C1=O
→ -5% | / | / | 6% | / | -2% | 3% | -8% | 0% | -3%
21: Cc1cc(NC(=O)c2cc(F)c(F)cc2Cl)no1
→ 49% | -14% | -3%[11.5 µM] | -16% | 7% | -1% | 3% | 17% | 3% | -4%
22: CCN(C(=O)c1c(OC)cccc1OC)c1nnc(-c2cccnc2)s1
→ -25% | -27% | -5% | -1% | 4% | 1% | -7% | -8% | -3% | -7%
23: O=C(N/N=C\c1c(O)ccc2ccccc12)c1ccc(S(=O)(=O)N2CCCCC2)cc1
→ -81% | 2.5µM* | / | 3% | 4µM* | -13% | -25% | 5% | -4% | -4%
24: Cn1cc(S(=O)(=O)N2CCOCC2)cc1C(=O)Nc1cccc(Cl)c1
→ 2% | 43% | -5% | 0% | -12% | 0% | 1% | / | 0% | 6%
25: O=C(Cn1cnc(S(=O)(=O)N2CCCCC2)c1)N1CCN(c2ccc([N+](=O)[O-])cc2)CC1
→ 0% | -12% | ? | 2% | 5% | -2% | 4% | 1% | -2% | 3%
